PAX8 inh HTS: lowers PAX8-driven luciferase in RMG-I cells; RMG-I TPO-luciferase reporter, SteadyGlo, 24 h; inhibition, % at 12.6 µM; hit rate 1.2% among 360,000;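 active = mean replicate inhibition at least 60% with every replicate also reaching 60%; inconclusive = only one of the two criteria is met; inactive = mean below 60% and not all replicates reaching 60%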;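 also: luciferase light reporting Pax8 driven TPO promoter activity; plate controls were median of neutral control wells for no effect and mitoxantrone controls for full effect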
GSIS activator: primary screen for activators of insulin secretion dependent on glucose, INS-1E cells, GLuc reporter luminescence; INS-1E GLuc reporter insulin secretion, 2-3 h; activation, % at 16.6 µM; hit rate 0.61% among 370,000; AID 743287;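 active = lowest replicate activation of at least 40%, so every replicate reaches that level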;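 also: 0% = median of neutral control wells and 100% = median of IBMX positive control wells; some compounds called inactive have numbers as strong as hits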
EWS-Fli block: inhibitors of EWS/Fli oncoprotein transcriptional activity; A673 NR0B1-luciferase reporter, viability-normalised; inhibition, % at 12.6 µM; hit rate 0.67% among 350,000; AID 651661;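 active = mean inhibition of at least 50% after viability correction, with every replicate also passing that limit; inconclusive = mean reaches 50% but only one of two replicates passes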;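 also: firefly luciferase signal divided by Alamar Blue viability fluorescence both relative to DMSO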
FN deposition inh: fibronectin deposition inhibition. AH1F fibroblasts, Alexa488-fibronectin deposition fluorescence, overnight. inhibition, % at 12.6 µM. hit rate 0.086% among 350,000. AID 743247;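 active = mean inhibition across replicates of 30% or more, regardless of how many single replicates reach that level; inconclusive = mean under 30% yet at least half of replicates reach 30%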;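 also: positive control wells lacked labelled fibronectin entirely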
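Material: AH1F fibroblasts assembling fluorescent fibronectin matrix; amount: 10000 AH1F cells/well; medium: DMEM, 2% serum; reagent: Alexa488-fibronectin, 24 nM final in well; dosing: single compound dose, delivered by pin transfer; incubation: 1 h adhesion, overnight exposure; detection: fluorescence after three HBSS washes, excitation 485 nm, emission 525 nm; measure: fibronectin deposition inhibition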
DENV2 CPE: DENV2-induced cell death inhibition | DENV2-infected cells, cytopathic effect rescue, plate reader | CPE inhibition, % at 9.99 µM | hit rate 1.7% among 350,000 | AID 651640; in the data active = CPE inhibition above about 20%, passing the limit was not always enough; inconclusive = no clear call, values can overlap the other calls; tested in BHK-21 cells;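 also: 0% = median of neutral control wells and 100% = median of positive control wells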
miR-122 sensor: blocks miR-122 activity in Huh7 sensor cells. AID 602342. Huh7 miR-122 Renilla luciferase sensor, 48 h; neutral wells = 0, positive control = 100. activation (reporter increase), % at 12.5 µM. hit rate 0.3% among 340,000;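 active = mean replicate activation score at least 90 and every replicate individually at or above 90; inconclusive = only one of the two criteria met; inactive = neither criterion met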;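 also: higher luciferase means less miR-122 activity so hits act as miR-122 inhibitors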
F508del corr: correctors of CFTR F508del function in bronchial epithelial cells | hit rate 0.36% among 350,000 | CFBE cells, YFP halide quenching; stimulated with forskolin plus potentiator P3; % fluorescence drop versus neutral controls | AID 720511 | activity (quench increase), % at 7.58 µM;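 active = mean added fluorescence quench of at least 8% versus neutral control, with both replicates also reaching 8%; inconclusive = only one of the mean or replicate conditions met; inactive = mean below 8% and not both replicates reaching 8%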;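 also: cells transiently co-express mutant CFTR-F508del with the halide-sensitive YFP; corrector assay measuring rescue of mutant channel to the surface after 24 h compound exposure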
Active calls of the source: *; ? = inconclusive; / = not tested or not shown; [ ] = dose if it differs, or a comment.

Below each compound – PAX8 inh HTS	GSIS activator	EWS-Fli block	FN deposition inh	DENV2 CPE	miR-122 sensor	F508del corr
CC(C)NC(=O)Nc1ccc2c(c1)C(=O)N([C@H](C)CO)C[C@H](C)[C@@H](CN(C)CC1CCCCC1)OCCCC[C@H](C)O2
→ -7.6	19.3	/	7.3	8.1	0.5[16.7 µM]	0.1
COc1cc(C)c(C2NC(=O)c3ccccc3N2)cc1C (stereo not given)
→ 1.4	/	41.3	/	-6.7	14.4	4.2
CC1Cc2ccccc2N1C(=O)c1cnc2sccn2c1=O (stereo not given)
→ 25.1	/	-7.1	-1.8	2.9	2.8	3.0
O=C(NCC1CC1)[C@H]1[C@H](CO)[C@H]2Cn3c(cccc3=O)[C@@H]1N2C(=O)c1cccnc1
→ /	1.0	-0.1	/	7.4	2.8[16.7 µM]	-2.5
CO[C@H]1CN(C)C(=O)c2cc(NS(C)(=O)=O)ccc2OC[C@@H](C)N(C(=O)C2CC2)C[C@@H]1C
→ -10.4	-0.4	-5.9	-11.3	16.6	/	-1.2
CCC(=O)Nc1ccc2c(c1)C(=O)N(C)C[C@@H](OC)[C@@H](C)CN(C(=O)c1ccncc1)[C@@H](C)CO2
→ 1.3	4.4	-1.1	-14.0	3.1	6.5[16.7 µM]	3.2
CCc1ccc(-c2nc(CN3CCC(C(=O)NCCN(CC)c4ccccc4)CC3)c(C)o2)cc1
→ ?	/	/	-7.3	/	-12.0	/
CCN(CC)CCCNC(=O)c1cn(CC)c2cc(N3CCN(C(=O)c4ccco4)CC3)c(F)cc2c1=O
→ -19.1	0.5	/	0.1	-0.2	-3.4	0.5
CCOc1ccccc1-c1nc(CN2CCCN(C(=O)c3ccco3)CC2)c(C)o1
→ 6.6	-8.5	12.9	-1.1	-4.8	0.1	1.2
CC(C)(C)NC(=O)CC1C(=O)NCCN1Cc1c(F)cccc1Cl (stereo not given)
→ 13.8	-6.4	-5.7	0.4	-3.7	/	/
CCCN(CCC)CCCNC(=O)c1cc2cc3ccc(Cl)cc3nc2o1
→ -50.3	-1.5	-25.7	1.6	-2.0	1.6	2.6
COc1cccc(C(=O)Nc2ccc3c(c2)OC[C@H](C)N(C(=O)C2CCCC2)C[C@H](C)[C@H](OC)CN(C)C3=O)c1
→ -15.0	-31.8	0.5	0.9	-7.4	3.4[16.7 µM]	2.7
C[C@@H]1CN([C@@H](C)CO)C(=O)Cc2cc(NC(=O)C3CC3)ccc2O[C@H]1CN(C)Cc1ccc(-c2ccccc2)cc1
→ 90.5*	-14.4	8.4	/	-1.9	-3.4[16.7 µM]	1.0
COc1ccc(OC)c(NC(=S)N2CCN(c3ccccn3)CC2)c1
→ 1.1	/	/	2.4	/	5.4	/
COc1ccc(S(=O)(=O)N2CCC(C(=O)N[C@@H](C)C(=O)NC3CC3)CC2)cc1
→ 2.6	2.1	-1.7	-9.5	2.2	/	1.1
CCCNC(=O)N[C@@H]1C=C[C@H](CC(=O)N2CCN(C)CC2)O[C@H]1CO
→ -15.3	2.1	3.9	-4.4	1.0	/	-0.3
CN1C[C@@H]2[C@@H]3C(=O)N(C)C(=O)[C@@H]3[C@](C)(C1=O)N2C(=O)c1ccc(Cl)cc1
→ -8.8	3.7	-16.4	7.4	/	-0.3	0.8
CCOC(=O)N1CCN(c2nc(C(F)(F)F)nc3c(C)cc(C)cc23)CC1
→ 11.8	-24.3	/	-6.7	/	-1.3	/
COc1ccc(N=C2C(=O)Nc3ccccc32)cc1
→ /	10.1	/	-3.7	/	-3.9	/
C[C@H](CO)N1C[C@H](C)[C@H](CN(C)S(=O)(=O)c2cccs2)OCCCC[C@H](C)Oc2ccc(NC(=O)Nc3cccc4ccccc34)cc2C1=O
→ 14.5	8.3	2.1	/	0.2	-5.5[16.7 µM]	-4.3
C[C@@H]1CN([C@H](C)CO)C(=O)Cc2cc(NC(=O)Cc3ccccc3)ccc2O[C@H]1CN(C)Cc1ccc(-c2ccccc2)cc1
→ -5.5	-7.0	3.3	/	12.3	-6.3[16.7 µM]	0.9
O=C(Oc1ccc2ccccc2c1)C1CCC1
→ 0.4	3.1	8.5	-7.8	-9.7	0.6	-0.7
CNC(=O)C[C@@H]1CC[C@H]2[C@H](COc3ccc(NC(=O)C(C)C)cc3C(=O)N2C)O1
→ -13.1	4.0	1.6	-10.1	4.9	-6.7[16.7 µM]	0.9
O=C(C[C@@H]1C[C@@H]2c3cc(NC(=O)Nc4ccc(C(F)(F)F)cc4)ccc3O[C@@H]2[C@H](CO)O1)NCc1ccccn1
→ -30.3	-3.8	-8.5	-8.2	-1.2	-7.3[16.7 µM]	-2.0
COCCNC(=O)C[C@@H]1C[C@@H]2c3cc(NC(=O)Nc4ccc(OC)cc4)ccc3O[C@@H]2[C@H](CO)O1
→ -11.8	9.0	-2.8	-4.0	2.2	0.1[16.7 µM]	3.6
O=C(C1CCCCC1)N1CCC2CC1c1cc(Cl)ccc12 (stereo not given)
→ 6.2	-3.4	4.8	5.8	5.5	11.9	-0.7
O=C(O)c1cc2nc(-c3ccccc3)cc(C(F)(F)F)n2n1
→ 13.1	/	/	-0.7	/	-5.8	/
CCOC(=O)c1sc(SCC(=O)Nc2ccc(N(C)C)cc2)nc1N
→ /	-32.8	/	-11.9	/	-4.3	/
CC(C)N1CCN(S(=O)(=O)c2ccccc2)CC1
→ 0.0	2.5	-12.4	6.7	5.1	-4.4	2.1
CC1OC2(OC1C)C(=O)Nc1ccccc12 (stereo not given)
→ 3.2	/	/	-18.4	/	-5.0	/
C[C@H]1CN([C@@H](C)CO)C(=O)CCCn2cc(nn2)CO[C@H]1CN(C)C(=O)Nc1ccc(C(C)(C)C)cc1
→ /	-7.8	-4.3	3.5	/	-2.0[16.7 µM]	-1.5
CC(Oc1ccc(F)cc1)C(=O)Nc1cc(S(=O)(=O)N2CCCCC2)ccc1N1CCN(C)CC1 (stereo not given)
→ 2.4	-17.1	10.5	-5.4	-0.5	/	-0.2
CC(=O)CSc1cc(C)nc2c(-c3ccccc3)c(C)nn12
→ 12.7	3.9	2.4	3.1	-0.1	/	-3.6
COc1ccc(S(=O)(=O)N(C)C[C@@H]2OCCCC[C@@H](C)Oc3ccc(NC(=O)c4ccccc4)cc3C(=O)N([C@@H](C)CO)C[C@@H]2C)cc1
→ 4.8	-52.4	15.6	/	29.4*	-7.5[16.7 µM]	-0.8
CCOC(=O)[C@]12CCCC=C1N(CCc1ccc(OC)c(OC)c1)C(=O)[C@H](CC(=O)NCCCN1CCCC1=O)C2
→ 7.0	/	-0.9	-1.4	-2.5	/	0.8
O=C(NCC1CCCO1)c1ccc(Br)s1 (stereo not given)
→ 12.4	3.3	-5.5	-6.4	3.3	5.3	-1.8
C[C@@H]1CN([C@@H](C)CO)C(=O)Cc2cc(NC(=O)CCCCCC(=O)Nc3ccccc3N)ccc2O[C@H]1CN(C)Cc1ccc2c(c1)OCO2
→ 16.4	/	15.3	/	0.3	/	-2.6
O=C(Cc1ccncc1)NCC[C@H]1CC[C@H](NC(=O)C2CC2)[C@@H](CO)O1
→ -24.8	9.2	5.0	3.3	5.1	/	-0.4
Cc1[nH]c(=O)c(C#N)c(C)c1CCC(=O)Nc1cc(S(C)(=O)=O)ccc1Cl
→ 8.4	8.8	-1.0	0.0	5.3	-1.3	-2.6
CC(C)C[C@@H]1COCc2cn(nn2)CC[C@@H](Cc2ccccc2)C(=O)N1
→ 8.0	38.1	-1.2	-13.5	-2.1	/	/
COC(=O)C1=C(C)NC(=O)CC1c1cccc(OC)c1OC (stereo not given)
→ /	6.2	5.7	/	-3.1	1.6	-0.2
CCC1=NN2C(=N)/C(=C\c3cccn3-c3ccc(C)c(C)c3)C(=O)N=C2S1
→ 6.0	4.4	14.3	-7.1	-7.3	-3.4	2.0
COc1ccc(CCNC(=O)c2noc(C(C)C)c2[N+](=O)[O-])cc1OC
→ 10.4	15.9	-5.3	10.6	0.2	-2.3	0.3
Cc1c(Cl)cccc1NC(=S)N1CCN(C(=O)C2CCCO2)CC1 (stereo not given)
→ 2.8	-1.9	/	-4.4	/	-6.7	/
CC(=O)c1ccc(NC(=O)C(C)OC(=O)COc2ccc(C#N)cc2)cc1 (stereo not given)
→ -1.3	10.8	/	3.3	/	/	/
COCC(=O)N1CC2(C1)CN(Cc1cccc(OC)c1)[C@@H](CO)c1[nH]c3cc(OC)ccc3c12
→ /	-4.1	-1.7	/	?	/	-0.3
O=S1(=O)C=CC(Nc2cccc(Cl)c2)C1 (stereo not given)
→ /	11.9	-6.9	/	-9.8	-1.3	2.1
COc1ccc(OCC(=O)NC(=S)NNC(=O)COc2ccc(Br)cc2Cl)cc1
→ 0.7	0.0	-5.2	-5.9	0.3	-6.4	-2.9
COCC#Cc1ccc([C@@H]2[C@@H](CO)N3CCCCN(C(=O)COC)C[C@@H]23)cc1
→ 16.3	6.5	-15.1	/	6.8	0.5[16.7 µM]	-1.1
NC(c1ccccc1)c1csc(NC(=O)Nc2cccc(Cl)c2)n1 (stereo not given)
→ -32.0	-26.2	-0.4	0.7	-5.9	-3.0	0.0
CC(C)CC#Cc1cnc2c(c1)C(=O)N([C@@H](C)CO)C[C@H](C)[C@@H](CN(C)C(=O)Cc1ccncc1)O2
→ 7.0	0.4	-0.8	/	3.8	-10.4[16.7 µM]	/
CC1CCCC(C)N1/N=C/c1ccc(C(=O)O)cc1 (stereo not given)
→ -18.2	17.2	-7.7	-3.7	-8.2	/	-0.8
CC(=O)N(C)C[C@@H]1Oc2ncc(-c3ccc(C)cc3)cc2C(=O)N([C@H](C)CO)C[C@@H]1C
→ /	24.2	-8.4	/	?	-12.5[16.7 µM]	-1.5
CN(C(=O)CN(CCO)CC(=O)N(C)C(C)(C)Cc1ccccc1)C(C)(C)Cc1ccccc1
→ 9.6	-2.5	6.1	-6.6	12.7	5.6	2.8
O=C(/C=C/c1ccccc1)Nc1cc(S(=O)(=O)N2CCOCC2)ccc1N1CCCC1
→ -10.8	3.5	/	-1.6	/	/	/
Cc1sc2ncn(CC(=O)NCC3COc4ccccc4O3)c(=O)c2c1S(=O)(=O)N1CCCCC1 (stereo not given)
→ -14.9	5.9	-0.4	1.8	4.2	-4.6	-4.5
CCN(c1ccccc1)S(=O)(=O)c1ccc(C(=O)N2CCN(c3ccccc3)CC2)cc1
→ 9.9	-2.8	-7.2	5.4	-8.3	-11.1	1.5
Nc1cc(=O)[nH]c(SCC(=O)Nc2ccc(Cl)c(Cl)c2)n1
→ -8.9	/	/	-7.8	/	-5.1	/
CC(O)(c1cccc(F)c1)c1nc(-c2cccc3cccnc23)cs1 (stereo not given)
→ 6.3	-33.3	17.5	1.2	-6.0	2.5	-3.0
CCN(CC)c1nc(C)nc2c1sc(=S)n2C
→ -8.2	-0.2	3.2	/	2.5	/	0.7

The final 2 entries of the part above lead into the next:
Below each compound – PAX8 inh HTS	GSIS activator	EWS-Fli block	FN deposition inh	DENV2 CPE	miR-122 sensor	F508del corr
CC(O)(c1cccc(F)c1)c1nc(-c2cccc3cccnc23)cs1 (stereo not given)
→ 6.3	-33.3	17.5	1.2	-6.0	2.5	-3.0
CCN(CC)c1nc(C)nc2c1sc(=S)n2C
→ -8.2	-0.2	3.2	/	2.5	/	0.7
O=[N+]([O-])c1cccc(NC2=NCCC2)c1
→ 1.9	-6.9	2.7	/	3.8	/	-3.3
O=C(c1ccc2snnc2c1)N1CCN(c2ccccc2)CC1
→ 6.9	-10.2	/	-1.6	/	-4.6	/
CCCCCCCC1(C)NC(=O)NC1=O (stereo not given)
→ -3.1	9.6	1.1	-0.8	/	-2.0	2.8
CC1CCCCC1NC(=O)CN1CCC(O)(c2ccc(F)cc2)CC1 (stereo not given)
→ /	1.0	2.0	/	3.3	0.0	-0.1
